Assay outcomes from PubChem BioAssay.
PhoP GFP inhibition – PhoP regulon inhibitors, Salmonella typhi PhoP promoter GFP reporter, confirmatory (AID 1850); 310,000 compounds, 0.33% hits; one-dose inhibition, % at 50 µM; IC50 in µM for titrated hits; Salmonella Typhi PhoP-promoter GFP reporter, fluorescence, 4 h; higher % means a stronger effect; in the data active means a potency from the dose series; inconclusive means inhibition mostly from about 25% at the one dose, without a potency; inactive means the rest, 99 in 100 with inhibition below about 19%;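 further: 0% = induced wells with vehicle and 100% = uninduced wells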
H1N1 NS1A inhibition – H1N1 influenza NS1A inhibitors, functional cell based assay (AID 504329); NS1A functional cell-based assay, percent inhibition; higher % means a stronger effect; inhibition, % at 12.5 µM; hits with a dose series show IC50 in µM; 340,000 compounds, 0.3% hits; in the data active means a potency from the dose series; inconclusive means inhibition above about 27% without an active follow-up result; further: strong numbers were not always called active
tuberculosis growth – growth inhibition of non-replicating M. tuberculosis (AID 488890). Mycobacterium tuberculosis non-replicating, growth inhibition; higher % means a stronger effect. inhibition, % at 25 µM, or IC50 in µM where a hit was titrated. 320,000 compounds, 0.39% hits; in the data active means a potency from the dose series; inconclusive means inhibition mostly from about 82% at the one dose, without a potency; inactive means the rest, 99 in 100 with inhibition below about 76%;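 further: plate controls were DMSO cells for no effect and high antibiotic wells for full effect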
inhibitors of VEEV – inhibitors of VEEV TC-83 cytopathic effect, confirmation, Vero cells (AID 588727) | 350,000 compounds, 0.13% hits | Vero cells, VEEV TC-83 cytopathic effect inhibition; higher % means a stronger effect | inhibition, % at 20 µM; hits with a dose series show IC50 in µM; in the data active means a potency from the dose series; inconclusive means inhibition mostly from about 14% at the one dose, without a potency; inactive means the rest, 99 in 100 with inhibition below about 12%; further: strong numbers were not always called active
M. tuberculosis HTS – M. tuberculosis growth inhibition, HTS (AID 449762). 330,000 compounds, 0.59% hits. inhibition, % at 25 µM; hits with a dose series show IC50 in µM. M. tuberculosis H37Rv growth inhibition, 7H9 media; higher % means a stronger effect; in the data active means a potency from the dose series; inconclusive means inhibition above about 70% without an active follow-up result;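 further: bacterial growth assessed after seven days of incubation; strong numbers were not always called active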
inhibitors of VEEV 10K pilot screen – recorded beside inhibitors of VEEV, whose call it bears; inhibition, %; measured here: 10K pilot screen inhibition
* marks the source's active call; other numbers are inactive results; i = inactive; ? = inconclusive; nt = not tested or not shown; & = joins results of further samples.

SMILES	PhoP GFP inhibition	H1N1 NS1A inhibition	tuberculosis growth	inhibitors of VEEV	M. tuberculosis HTS	others
CCCCN(C(=O)/C=C/c1ccc(OCC(C)C)c(OCC)c1)c1c(N)n(CCC)c(=O)[nH]c1=O	-1.2%	6.4%	-4.4%	i	14.0%
COCCCn1c(SCC(=O)Nc2oc(C)c3c(C)n[nH]c(=O)c23)nc2ccccc2c1=O	3.8%	-3.2%	3.0%	7.0%	0.4%
COc1ccc(C2/C=C\CN(C(=O)Oc3ccccc3)CC(=O)N2Cc2ccc(F)cc2)cc1 (configuration not stated)	nt	3.5%	nt	1.1%	nt
COc1ccccc1C(=O)COC(=O)Cc1c[nH]c2ccccc12	1.1%	-2.3%	-12.6%	2.3%	-5.3%
CCc1ccc(OCCCN=C(C)c2c(O)n(C)c(=O)n(C)c2=O)cc1	4.0%	20.6%	69.3%	i	18.2%
CSc1nc2cc(C)nn2c(-c2ccccc2)c1C#N	-9.2%	-2.6%	-1.8%	2.5%	-2.2%
O=C(NNC1OC(CO)C(O)C(O)C1O)c1cccc(Br)c1 (configuration not stated)	-0.3%	1.5%	-8.0%	4.7%	3.6%
O=C(Nc1ccc2c(c1)OCO2)N1CCN(c2cccc(C(F)(F)F)c2)CC1	3.1%	2.8%	40.3%	i	8.5%
CCn1nnnc1NCc1ccc(Cl)cc1	-4.2%	14.8%	45.5%	0.4%	4.2%
Cn1c(SCCN2CCCC2)nnc1C1CCN(S(=O)(=O)c2cccc(F)c2)CC1	-6.7%	-1.0%	-8.3%	2.6%	2.4%
CC(O)c1nc2ccccc2n1C1CCCCC1 (configuration not stated)	-19.5%	3.6%	8.7%	i	-9.7%
O=C(O)CCN1C(=O)/C(=C\c2cccc(Oc3ccccc3)c2)SC1=S	14.8%	-4.1%	45.9%	1.2%	-5.3%
NS(=O)(=O)c1ccc(NC(=O)COC(=O)C2CCCCC2)cc1	-5.9%	-11.2%	-9.2%	i	2.6%
CCN(CC)c1ccc(NC(=S)NC(=O)C2CCC2)cc1	-4.6%	4.2%	?	3.4%	?
CC1=CC(=O)N(c2cccc(C(F)(F)F)c2)C1c1ccc(Cl)cc1 (configuration not stated)	4.1%	5.7%	18.3%	1.3%	3.4%	inhibitors of VEEV 10K pilot screen=1.3
CC(C)C(=O)Nc1cccc(NC(=O)CCN2C(=O)c3ccccc3S2(=O)=O)c1	-13.4%	2.2%	-5.7%	i	-1.6%
Cc1c(CN(C)C(=O)c2ccc(Br)o2)cnn1C	5.7%	-5.5%	7.2%	i	-21.4%
Cc1ccc(-c2cc(C(=O)NCCCN3CCOCC3)c3ccccc3n2)cc1C	-0.5%	-45.5%	10.7%	8.1%	7.5%
COC(=O)c1ccc(C(=O)OC)c(NC(=O)CSCC(=O)O)c1	-2.5%	-0.2%	-0.1%	1.4%	-0.6%
Cc1ccc(NC(=O)C2CC(=O)n3c(nc4ccccc43)N2)cc1Cl (configuration not stated)	-1.9%	7.6%	-0.8%	i	4.2%
CCOC(=O)N1CCN(c2cccc(C)c2C)CC1	0.3%	-9.8%	53.0%	0.0%	0.3%	inhibitors of VEEV 10K pilot screen=2.2
Cc1ccc(C(=O)NC(C)C2CCCO2)o1 (configuration not stated)	-5.9%	-7.7%	36.2%	1.3%	-14.8%
C[C@@H](NC(=O)c1coc(=O)c(Br)c1)c1ccccc1	2.5%	-17.3%	38.8%	i	-2.7%
Fc1ccc(-c2ccc3c(c2)C2CC3CCN2Cc2ccc3c(c2)OCO3)cc1 (configuration not stated)	nt	-2.9%	nt	1.9%	nt
O=C(NCc1ccco1)C1CCN(Cc2ccc(F)cc2)CC1	9.4%	-1.7%	2.2%	i	-5.1%
CCOC(=O)c1c(NC(=O)CSc2nc3ccc(OC)cc3[nH]2)sc2c1CC(C)(C)NC2(C)C	-3.0%	14.8%	41.9%	12.5%	21.1µM*
CN(C)c1cccc(C(=O)NC2CCCc3ccccc32)c1 (configuration not stated)	4.6%	8.3%	-7.9%	0.6%	4.7%
CCOC(=O)c1ccc(NC(=O)NC2CCN(CC(=O)NCc3ccc4c(c3)OCO4)CC2)cc1	-4.2%	4.5%	10.6%	i	42.7%
Cc1ccnc2c(N3C(=O)C4C5c6ccccc6C(c6ccccc65)C4C3=O)cccc12 (configuration not stated)	11.4%	-0.6%	33.1%	2.9%	-0.2%
CCOc1ccc(S(=O)(=O)n2ccnc2)c2ccccc12	nt	-7.9%	nt	0.7%	-2.5%
CCOC(=O)c1cnc(-n2nc(C)cc2C)nc1Nc1ccc(N(C)C)cc1	9.6%	11.5%	?	9.9%	0.5%
CN1c2ccsc2C(=O)/C(=C\Nc2cccc(C(F)(F)F)c2)S1(=O)=O	-2.3%	nt	-2.6%	i	-2.3%
COc1ccc(CSc2nncn2N)cc1[N+](=O)[O-]	-7.4%	-12.0%	-11.3%	3.0%	-13.4%
Cc1ccc(S(=O)(=O)N[C@@H](CO)C(=O)N[C@@H](Cc2ccc(O)cc2)C(=O)O)cc1	3.4%	-9.6%	-8.1%	0.1%	-14.1%
COc1ccccc1NC(=O)c1ccc(NC(=O)c2ccc(=O)[nH]c2)cc1	nt	-0.5%	25.7%	7.1%	-4.5%
CCN(CC)S(=O)(=O)c1csc(C(=O)NC2CCCCC2)c1	-1.1%	-2.8%	-5.6%	5.6%	0.9%
Cc1cc(OCC(=O)NCc2ccc(S(N)(=O)=O)cc2)c2c3c(c(=O)oc2c1)CCC3	6.2%	10.4%	-3.1%	1.0%	6.1%
Cn1c(N)c(C(=O)COC(=O)CC(NC(=O)c2ccccc2Cl)c2ccccc2)c(=O)n(C)c1=O (configuration not stated)	-7.0%	0.4%	8.3%	7.8%	-1.3%
Cc1cccc(C2(c3cccc(C)c3)OC(=O)c3ccccc32)c1	-2.3%	-8.9%	1.6%	1.1%	4.8%
O=C(O)CC(NC(=S)NCc1ccccc1)C(=O)O (configuration not stated)	-5.3%	-4.5%	-12.8%	1.0%	-18.4%
Cc1cccc(N(C(=O)c2cnc3n(c2=O)CCS3)C2CCCCC2)c1	0.0%	-0.4%	-33.6%	i	-4.2%
CCC(Oc1ccccc1)C(=O)NCc1cccnc1 (configuration not stated)	-10.6%	-7.2%	-8.5%	1.2%	-1.4%
O=C(CCCN1C(=O)c2cccc3cccc(c23)C1=O)Nc1nccs1	10.1%	0.4%	-10.2%	1.4%	-1.5%
COc1ccc(C(C(=O)NC(C)(C)C)N(Cc2ccc(C)cc2)C(=O)CCC(=O)Nc2cc(C)on2)cc1 (configuration not stated)	-4.5%	-13.2%	-1.0%	i	2.5%
Cc1ccc(-c2c(C)nn3c(N4CCOCC4)cc(C)nc23)cc1	-11.0%	-17.4%	-10.4%	3.4%	12.4%
NC(=O)c1ccc(NC(=O)c2cccc(Oc3ccccc3)c2)cc1	-0.4%	1.2%	17.9%	1.4%	-6.6%
CC(C)c1ccc(NC(=S)N2CCN(Cc3ccccc3)CC2)cc1	14.4%	-5.2%	37.3%	3.1%	2.2%
CN(C)c1ccc(NC(N)=S)cc1	-1.0%	0.8%	39.1%	1.5%	9.7%
C(=N\Nc1nc2ccccc2s1)/c1ccc2c(c1)OCO2	3.6%	1.3%	8.6%	1.1%	19.4%
CCNS(=O)(=O)c1ccc(NC(=O)c2cncc(Br)c2)cc1	-7.2%	-0.5%	58.4%	9.7%	7.5%

Next section
SMILES	PhoP GFP inhibition	H1N1 NS1A inhibition	tuberculosis growth	inhibitors of VEEV	M. tuberculosis HTS	others
CC1S/C(=N/N=C/c2cccc([N+](=O)[O-])c2)NC1=O (configuration not stated)	-5.8%	9.0%	2.6%	i	17.0%
CCCCCCCC(O)CC(CC1CCCCC1)C(=O)NN (configuration not stated)	6.3%	-5.2%	31.9%	2.0%	-0.9%
O=C(c1cc2ccccc2oc1=O)N(c1ccccc1)C1C=CS(=O)(=O)C1 (configuration not stated)	-8.2%	-5.1%	-17.2%	1.7%	0.7%
CC(=O)OC1N=C(c2ccccc2Cl)c2cc(Br)ccc2NC1=O (configuration not stated)	-21.8%	-1.0%	8.5%	i	0.3%
OC1CCN(c2c3c(nc4cc(-c5cccc(F)c5)nn24)CCCC3)CC1	14.4%	0.6%	34.2%	9.2%	11.0%
CCN(c1cc(C)cc(C)c1)S(=O)(=O)c1nnc(NC(=O)C(C)(C)C)s1	7.1%	-3.0%	-12.6%	1.5%	5.8%
Cc1nn(-c2ccccc2)c2c1C(=O)NC(=O)C(C)(C)C2	6.5%	-4.1%	2.5%	2.6%	-0.2%
COC(=O)c1ccccc1NC(=O)NC1CCCC1	-1.3%	1.1%	53.0%	0.8%	-2.9%
COc1ccc(OCC(=O)c2c[nH]c3ccccc23)cc1	-2.4%	4.5%	21.5%	0.3%	-2.1%
COc1ccc(CC(=O)Nc2cccc(-c3nnc(-c4ccco4)o3)c2)cc1	-6.8%	-1.7%	3.2%	7.2%	14.6%

Reprinted from the entries so far (seven entries):
SMILES	PhoP GFP inhibition	H1N1 NS1A inhibition	tuberculosis growth	inhibitors of VEEV	M. tuberculosis HTS	others
CC(=O)OC1N=C(c2ccccc2Cl)c2cc(Br)ccc2NC1=O (configuration not stated)	-21.8%	-1.0%	8.5%	i	0.3%
OC1CCN(c2c3c(nc4cc(-c5cccc(F)c5)nn24)CCCC3)CC1	14.4%	0.6%	34.2%	9.2%	11.0%
CCN(c1cc(C)cc(C)c1)S(=O)(=O)c1nnc(NC(=O)C(C)(C)C)s1	7.1%	-3.0%	-12.6%	1.5%	5.8%
Cc1nn(-c2ccccc2)c2c1C(=O)NC(=O)C(C)(C)C2	6.5%	-4.1%	2.5%	2.6%	-0.2%
COC(=O)c1ccccc1NC(=O)NC1CCCC1	-1.3%	1.1%	53.0%	0.8%	-2.9%
COc1ccc(OCC(=O)c2c[nH]c3ccccc23)cc1	-2.4%	4.5%	21.5%	0.3%	-2.1%
COc1ccc(CC(=O)Nc2cccc(-c3nnc(-c4ccco4)o3)c2)cc1	-6.8%	-1.7%	3.2%	7.2%	14.6%

Next records:
SMILES	PhoP GFP inhibition	H1N1 NS1A inhibition	tuberculosis growth	inhibitors of VEEV	M. tuberculosis HTS	others
COc1ccc(S(=O)(=O)N(C)C)cc1NC(=O)CCNC(=O)c1ccccc1OC	-10.8%	-1.2%	-10.0%	2.7%	-8.7%
O/N=C/c1cc(Br)cs1	-2.8%	-12.9%	-3.8%	0.5%	0.4%
FC(F)(F)c1cc(-c2ccccc2)nc(NCC2CCCO2)n1 (configuration not stated)	-6.7%	-2.1%	4.3%	4.1%	4.2%
CCn1c(SCC(=O)OC)nnc1-c1ccncc1	-15.2%	7.1%	5.2%	0.1%	-5.7%
CCOc1ccc(OCC(=O)OCc2cc(=O)n3cc(Br)ccc3n2)cc1	nt	-1.9%	8.96µM*	2.0%	6.7%
Cc1[nH]c2ccc(C(=O)NCCCN3CCCCC3)cc2c1C	2.9%	9.1%	15.2%	5.5%	-5.3%
C=CCSc1nnc(Cc2c(C)[nH]c3ccccc23)o1	-5.1%	15.8%	nt	0.9%	-2.7%
COc1cc(C)nc(NS(=O)(=O)c2ccccc2)n1	-1.5%	-4.3%	-1.3%	0.2%	2.3%
CCCCn1c(=O)[nH]c(=O)c2c1nc(-c1ccc(OCC)cc1)n2CC	1.4%	6.0%	-7.0%	1.7%	1.1%
COCCCNC(=O)C1CCCN(C(=O)Nc2ccc(OC)cc2)C1 (configuration not stated)	3.5%	0.5%	-10.7%	i	3.4%
CCc1cccc2c(C(=O)C(F)(F)F)cn(CC(=O)NCC3CCCO3)c12 (configuration not stated)	-3.9%	3.3%	-14.7%	i	-6.5%
Cc1csc(=Nc2ccc(S(=O)(=O)N3CCOCC3)cc2)n1Cc1ccco1	-5.1%	1.4%&-13.9%	31.5%	2.0%	-0.3%
CN(C)CC#Cc1cncc(C(=O)NNC(=O)Nc2ccc(Cl)cc2)c1	6.9%	0.8%	1.4%	0.1%	-6.0%
O=C(c1cccc(OC(F)F)c1)N1CCN(c2ncccn2)CC1	4.3%	-16.3%	-6.3%	2.2%	-9.7%
CCOC(=O)c1c(S(=O)(=O)N2CCCC2)c(C)n(C)c1C	4.0%	-10.5%	-4.5%	i	8.1%
CCOC(=O)c1nn(-c2ccc(F)cc2)c(=O)cc1OCC(=O)Nc1ccc(OCC)cc1	8.0%	-5.2%	29.0%	0.9%	49.3%
CC(C)(C)OC(=O)COc1cc(F)ccc1[N+](=O)[O-]	-6.6%	-4.2%	-7.9%	i	-0.8%	inhibitors of VEEV 10K pilot screen=0.8
Cc1cc(NC(=O)CSc2nnnn2-c2ccc(C)c(C)c2)no1	1.1%	nt	nt	1.0%	-3.8%
